Source: PubChem
PfG6PD inh: PfG6PD (Plasmodium falciparum) enzyme inhibition. inhibition, % at 20 µM. 350,000 compounds, 0.78% hits. PfGluPho enzyme, NADPH resazurin-diaphorase fluorescence. AID 504690;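 active = inhibition reaching at least a set limit at 20 µM in the primary screen, cut at about 59% in these data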;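 note: 0% = DMSO wells with substrate and 100% = DMSO wells lacking glucose-6-phosphate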
SENP7 inh: SENP7 protease inhibition; Q9BQF6; recombinant SENP7, Z-RLRGG-aminoluciferin luminescence, 40 min; inhibition, % at 5 µM; 330,000 compounds, 1.5% hits; AID 434973;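 active = inhibition above about 50% at the single test dose, limit read from the data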;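 note: plate controls were DMSO with enzyme for no effect and no enzyme buffer wells for full effect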
SENP8 block-1: SENP8 (human) protease inhibition; 360,000 compounds, 0.64% hits; recombinant SENP8, Nedd8 substrate fluorescence; Q96LD8; inhibition, % at 20 µM; AID 602440; in the data active = inhibition mostly above about 40%, no sharp cut-off; inactive = mostly below about 27%
SENP1 inh: SENP1 (human) catalytic domain inhibition; 360,000 compounds, 0.21% hits; AID 624204; inhibition, % at 10 µM; recombinant SENP1 catalytic domain, CyPet-SUMO1-YPet FRET cleavage;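 active = inhibition at least 30% at 10 µM, raw YFP signal under a set limit, fluorescence ratio 0.5 to 1.5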;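 note: 0% = enzyme with DMSO and 100% = no enzyme wells; some results filed as inactive read as strong as hits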
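Assay system – human recombinant His6-tagged SENP1 catalytic domain enzyme · Input – SENP1 enzyme, 20 pM final · Buffer or medium – Tris pH 8 buffer plus EDTA, NaCl, BME, BSA, NP40, catalase · Schedule – 50 min reaction at room temperature · Technique – FRET read of cyan and yellow fluorescence · Control set – no-enzyme wells low, DMSO-plus-enzyme wells high control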
Apaf-1 inh: human Apaf-1 inhibition; 330,000 compounds, 0.71% hits; reconstituted apoptosome caspase-3 activity, DEVD-Rh110 fluorescence; O14727; inhibition, % at 20 µM; active = inhibition of at least 40% at 20 µM;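 note: plate controls were DMSO wells for no effect and DEVD-CHO caspase inhibitor wells for full effect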
Target sequence (O14727 whole entry, looked up): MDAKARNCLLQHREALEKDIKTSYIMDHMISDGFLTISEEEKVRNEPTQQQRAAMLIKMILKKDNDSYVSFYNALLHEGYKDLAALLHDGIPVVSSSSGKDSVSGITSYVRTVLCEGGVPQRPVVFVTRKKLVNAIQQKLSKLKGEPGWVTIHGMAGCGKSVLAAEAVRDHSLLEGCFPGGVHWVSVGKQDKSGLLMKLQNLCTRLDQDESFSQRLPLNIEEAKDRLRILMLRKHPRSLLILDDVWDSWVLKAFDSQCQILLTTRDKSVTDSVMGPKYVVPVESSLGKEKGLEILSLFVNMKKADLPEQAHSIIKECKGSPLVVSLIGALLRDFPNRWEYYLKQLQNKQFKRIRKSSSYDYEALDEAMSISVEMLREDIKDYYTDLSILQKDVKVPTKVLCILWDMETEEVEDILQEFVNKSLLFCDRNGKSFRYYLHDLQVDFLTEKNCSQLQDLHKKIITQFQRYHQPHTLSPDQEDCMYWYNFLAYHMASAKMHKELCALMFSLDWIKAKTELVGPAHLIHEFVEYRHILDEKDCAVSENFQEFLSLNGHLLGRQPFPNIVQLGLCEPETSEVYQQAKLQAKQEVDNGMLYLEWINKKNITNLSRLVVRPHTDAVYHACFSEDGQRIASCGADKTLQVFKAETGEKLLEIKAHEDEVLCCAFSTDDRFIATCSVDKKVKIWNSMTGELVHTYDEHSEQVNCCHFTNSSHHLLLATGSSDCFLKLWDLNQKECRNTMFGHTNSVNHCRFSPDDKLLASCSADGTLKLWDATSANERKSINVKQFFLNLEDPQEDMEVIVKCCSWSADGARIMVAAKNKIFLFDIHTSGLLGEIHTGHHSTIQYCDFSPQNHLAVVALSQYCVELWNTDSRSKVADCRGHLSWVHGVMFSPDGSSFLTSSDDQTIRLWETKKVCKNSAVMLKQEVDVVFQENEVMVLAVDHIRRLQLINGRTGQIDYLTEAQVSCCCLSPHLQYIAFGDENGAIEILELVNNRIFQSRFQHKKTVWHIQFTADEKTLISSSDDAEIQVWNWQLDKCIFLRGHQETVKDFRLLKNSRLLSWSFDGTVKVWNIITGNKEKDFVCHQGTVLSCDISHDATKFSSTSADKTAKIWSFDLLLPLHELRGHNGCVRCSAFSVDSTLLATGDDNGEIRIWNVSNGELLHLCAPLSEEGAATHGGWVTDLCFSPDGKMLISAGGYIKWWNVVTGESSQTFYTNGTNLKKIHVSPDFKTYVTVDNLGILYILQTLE
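Material: reconstituted apoptosome with Apaf-1, cytochrome c, caspase-9, procaspase-3, dATP. Technique: Rh110 fluorescence intensity. Buffer or medium: pH 7.5 Hepes buffer with CHAPS, BSA, DTT. Times: 30 min plus 50 min, RT.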
HKDC1 inh: inhibitors of human hexokinase HKDC1; Q2TB90; recombinant HKDC1, G6PDH/diaphorase resazurin coupled fluorescence; inhibition, % at 20 µM; 340,000 compounds, 0.16% hits; AID 493160;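 active = inhibition above about 35% when tested at 20 µM, limit read from the data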;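 note: plate controls were DMSO wells with enzyme for no effect and DMSO wells lacking enzyme for full effect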
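Material – in-house recombinant HK5 (HKDC1) enzyme · Quantity – HKDC1 at 5 µg/mL · Buffer or medium – pH 8.0 Tris buffer with 10 mM MgCl2 · Reagent – glucose with 1 mM ATP · Dosing – single 20 µM dose · Times – reaction time 90 min, room temperature, protected from light · Technique – resorufin fluorescence at 613 nm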
NALP3 yeast inh: blocks the NALP3 inflammasome reconstituted in yeast | inhibition, % at 10 µM | Yeast reconstituted NLRP3/ASC/caspase-1, beta-gal luminescence, 24 h | 330,000 compounds, 0.39% hits;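 active = inhibition of 50% or more; inactive = inhibition below 50%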;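 note: plate controls were induced DMSO wells for no effect and uninduced yeast grown without galactose for full effect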
SENP8 block-2: blocks the human protease SENP8. purified SENP8, Z-RLRGG-aminoluciferin cleavage, luminescence. 330,000 compounds, 1.2% hits. Q96LD8. AID 2540. inhibition, % at 10 µM; in the data active = inhibition above about 50%
SENP6 inh: inhibitors of human SENP6 protease; Q9GZR1; Recombinant SENP6 catalytic domain, aminoluciferin luminescence; inhibition, % at 10 µM; 330,000 compounds, 1.8% hits;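 active = inhibition above about 50% at the single tested dose, limit read from the data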;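 note: plate controls were DMSO wells with enzyme for no effect and DMSO wells lacking enzyme for full effect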
The depositor's hits bear a star.

`O=C(c1ccc(Cl)cc1)C(CN1CCCC1)c1ccccc1` (stereo not drawn) gave PfG6PD inh 26, SENP7 inh -19, SENP8 block-1 22, SENP1 inh 1, Apaf-1 inh 21, HKDC1 inh 2, NALP3 yeast inh 24, SENP8 block-2 -7 and SENP6 inh -34.
`N#Cc1cccc(NC(=O)Cn2cnc(S(=O)(=O)N3CCCC3)c2)c1` gave PfG6PD inh -6, SENP7 inh 8, SENP8 block-1 9, SENP1 inh 2, Apaf-1 inh 4, HKDC1 inh -8, NALP3 yeast inh 4, SENP8 block-2 2 and SENP6 inh 2.
For Cc1cc(=O)oc2c(C)c(OCC(=O)c3ccccc3)ccc12 the results were PfG6PD inh -14, SENP7 inh 8, SENP8 block-1 -18, SENP1 inh 5, Apaf-1 inh -7, HKDC1 inh -7, NALP3 yeast inh 19, SENP8 block-2 3 and SENP6 inh 9.
Screening CS(=O)(=O)Nc1ccc(C2=NN(S(C)(=O)=O)C(c3cccs3)C2)cc1 (stereo not drawn) returned PfG6PD inh -3, SENP7 inh 7, SENP8 block-1 -255, SENP1 inh -9, Apaf-1 inh 1, HKDC1 inh -6, NALP3 yeast inh 0, SENP8 block-2 -6 and SENP6 inh -3.
`CCc1ccc(CN(C)C(=O)C2CCC(=O)N(CCCN3CCCC3=O)C2)cc1` (stereo not drawn) gave PfG6PD inh -3, SENP7 inh 1, SENP8 block-1 6, SENP1 inh 0, Apaf-1 inh 3, HKDC1 inh -3, NALP3 yeast inh 16, SENP8 block-2 3 and SENP6 inh -1.
For Cc1ccc(-c2nc3ccccc3o2)cc1NC(=O)c1ccc2c(c1)OCO2 the results were PfG6PD inh 23, SENP7 inh -12, SENP8 block-1 -271, SENP1 inh -1, Apaf-1 inh 17, HKDC1 inh -4, NALP3 yeast inh 19, SENP8 block-2 6 and SENP6 inh 13.
For Cc1ccc(-c2cc(C(F)(F)F)n3ncc(C(=O)N4CCN(C)CC4)c3n2)cc1 the results were PfG6PD inh -8, SENP7 inh -7, SENP8 block-1 -96, SENP1 inh -2, Apaf-1 inh -13, HKDC1 inh 1, NALP3 yeast inh 16, SENP8 block-2 0 and SENP6 inh -14.
CC(C)(C)N(NC(=O)Nc1ccccc1)C(=O)c1ccccc1Cl was read as PfG6PD inh 1, SENP7 inh 2, SENP8 block-1 28, SENP1 inh -1, Apaf-1 inh 4, HKDC1 inh -2, NALP3 yeast inh 1, SENP8 block-2 -4 and SENP6 inh -4.
Screening CN(C)c1ccc(/C=N/Nc2cc(N3CCOCC3)nc(N3CCOCC3)n2)cc1 returned PfG6PD inh 27, SENP7 inh 6, SENP8 block-1 -349, SENP1 inh -62, Apaf-1 inh 1, HKDC1 inh 1, NALP3 yeast inh -6, SENP8 block-2 -9 and SENP6 inh 13.
`O=C(NC(=S)NC1CCSC1=O)c1cccs1` (stereo not drawn) gave PfG6PD inh 5, SENP7 inh -2, SENP8 block-1 17, SENP1 inh 1, Apaf-1 inh 13, HKDC1 inh -12, NALP3 yeast inh -17, SENP8 block-2 -8 and SENP6 inh -9.
For O=C(COC(=O)C1CCN(S(=O)(=O)c2ccc3c(c2)OCCO3)CC1)Nc1ccccc1OC(F)F the results were PfG6PD inh -7, SENP7 inh -2, SENP8 block-1 15, SENP1 inh 3, Apaf-1 inh 5, HKDC1 inh -7, NALP3 yeast inh 11, SENP8 block-2 -2 and SENP6 inh 0.
CN(C)c1nc(N)nc(CSc2nnnn2-c2ccccc2)n1 was read as PfG6PD inh -2, SENP7 inh -6, SENP8 block-1 12, SENP1 inh 1, Apaf-1 inh -16, HKDC1 inh -9, NALP3 yeast inh -20, SENP8 block-2 -4 and SENP6 inh -10.
For CN(C(=O)CCNC(=O)N1CC(=O)Nc2ccccc21)C1CCCCC1 the results were PfG6PD inh 5, SENP7 inh 13, SENP8 block-1 1, SENP1 inh 2, Apaf-1 inh -8, HKDC1 inh -4, NALP3 yeast inh 3, SENP8 block-2 -5 and SENP6 inh -22.
Screening Cc1c(NC(=O)/C(=C\c2ccccc2)NC(=O)c2ccccc2)c(=O)n(-c2ccccc2)n1C returned PfG6PD inh 1, SENP7 inh 3, SENP8 block-1 14, SENP1 inh -2, Apaf-1 inh 3, HKDC1 inh -4, NALP3 yeast inh 17, SENP8 block-2 -2 and SENP6 inh -7.
For CCOC(=O)N1CCN(C(=O)COC(=O)c2cccc(S(C)(=O)=O)c2)CC1 the results were PfG6PD inh 7, SENP7 inh -5, SENP8 block-1 10, SENP1 inh 1, Apaf-1 inh 3, HKDC1 inh -6, NALP3 yeast inh 12, SENP8 block-2 -3 and SENP6 inh -9.
CN(C)S(=O)(=O)Oc1ccccc1C(=O)Nc1ccc(F)cc1F was read as PfG6PD inh -2, SENP7 inh 7, SENP8 block-1 14, SENP1 inh 1, Apaf-1 inh -14, HKDC1 inh -8, NALP3 yeast inh 9, SENP8 block-2 -2 and SENP6 inh -9.
O=C(CSc1nnc(-c2c[nH]c3ccccc23)o1)c1ccccc1 was read as PfG6PD inh 4, SENP7 inh -2, SENP8 block-1 8, SENP1 inh 3, Apaf-1 inh -10, HKDC1 inh -11, NALP3 yeast inh -20, SENP8 block-2 -14 and SENP6 inh -4.
`CC1=CC(C)(C)NC(=O)N1c1ccc(C)cc1` gave PfG6PD inh 4, SENP7 inh 3, SENP8 block-1 5, SENP1 inh 0, Apaf-1 inh -5, HKDC1 inh 2, NALP3 yeast inh -1, SENP8 block-2 -2 and SENP6 inh -16.
CCOC(=O)c1cc(C(=O)OCC)cc(-n2cc(O)c(C(=O)OCC)n2)c1 was read as PfG6PD inh -8, SENP7 inh -10, SENP8 block-1 9, SENP1 inh -1, Apaf-1 inh 3, HKDC1 inh 6, NALP3 yeast inh 12, SENP8 block-2 -14 and SENP6 inh -6.
Screening CCc1ccc(NCc2ccc(OC)c(Cn3ccnc3)c2)cc1 returned PfG6PD inh 12, SENP7 inh -1, SENP8 block-1 18, SENP1 inh -1, Apaf-1 inh 12, HKDC1 inh -4, NALP3 yeast inh 48, SENP8 block-2 -3 and SENP6 inh -2.

3 entries drawn at random from those above:
CCOC(=O)c1cc(C(=O)OCC)cc(-n2cc(O)c(C(=O)OCC)n2)c1 was read as PfG6PD inh -8, SENP7 inh -10, SENP8 block-1 9, SENP1 inh -1, Apaf-1 inh 3, HKDC1 inh 6, NALP3 yeast inh 12, SENP8 block-2 -14 and SENP6 inh -6.
Screening CCc1ccc(NCc2ccc(OC)c(Cn3ccnc3)c2)cc1 returned PfG6PD inh 12, SENP7 inh -1, SENP8 block-1 18, SENP1 inh -1, Apaf-1 inh 12, HKDC1 inh -4, NALP3 yeast inh 48, SENP8 block-2 -3 and SENP6 inh -2.
Screening Cc1c(NC(=O)/C(=C\c2ccccc2)NC(=O)c2ccccc2)c(=O)n(-c2ccccc2)n1C returned PfG6PD inh 1, SENP7 inh 3, SENP8 block-1 14, SENP1 inh -2, Apaf-1 inh 3, HKDC1 inh -4, NALP3 yeast inh 17, SENP8 block-2 -2 and SENP6 inh -7.

Next section
Screening N=c1sccn1CC(=O)Nc1ccc([N+](=O)[O-])cc1Cl returned PfG6PD inh -14, SENP7 inh 6, SENP8 block-1 17, SENP1 inh 2, Apaf-1 inh -16, HKDC1 inh -1, NALP3 yeast inh 6, SENP8 block-2 0 and SENP6 inh -14.
`COc1ccnc(Oc2ccc(F)cc2)c1C(=O)N/C=N/OCc1c(Cl)cccc1Cl` gave PfG6PD inh 19, SENP7 inh 5, SENP8 block-1 7, SENP1 inh 2, Apaf-1 inh 7, HKDC1 inh -14, NALP3 yeast inh 16, SENP8 block-2 -2 and SENP6 inh -8.
Screening C=CCNC(=S)Nc1cccc2[nH]ncc12 returned PfG6PD inh 3, SENP7 inh -2, SENP8 block-1 13, SENP1 inh -35, Apaf-1 inh -6, HKDC1 inh 4, NALP3 yeast inh 0, SENP8 block-2 -10 and SENP6 inh 24.
`CCN(CC(=O)NCc1cccs1)S(=O)(=O)c1c(F)cccc1F` gave PfG6PD inh 5, SENP7 inh 2, SENP8 block-1 14, SENP1 inh 2, Apaf-1 inh -6, HKDC1 inh 0, NALP3 yeast inh 9, SENP8 block-2 1 and SENP6 inh 17.
`CN1CCN(c2ccccc2NC(=O)Cn2ncc3c([nH]c4ccccc43)c2=O)CC1` gave PfG6PD inh -6, SENP7 inh 1, SENP8 block-1 14, SENP1 inh 2, Apaf-1 inh 0, HKDC1 inh 4, NALP3 yeast inh 10, SENP8 block-2 3 and SENP6 inh 5.
`N#CCCN(Cc1ccncc1)C(=S)NC1CC2C=CC1C2` (stereo not drawn) gave PfG6PD inh -5, SENP7 inh 3, SENP8 block-1 18, SENP1 inh 2, Apaf-1 inh -11, HKDC1 inh -3, NALP3 yeast inh 1, SENP8 block-2 7 and SENP6 inh -27.
CNS(=O)(=O)c1cccc(C(=O)OCC(=O)Nc2ccc(N3CCCCC3)cc2)c1 was read as PfG6PD inh -6, SENP7 inh 1, SENP8 block-1 28, SENP1 inh 3, Apaf-1 inh -1, HKDC1 inh -4, NALP3 yeast inh 12, SENP8 block-2 4 and SENP6 inh -10.
`COC(=O)NCC(c1cccnc1)N1CCN(c2ccccc2)CC1` (stereo not drawn) gave PfG6PD inh -7, SENP7 inh 1, SENP8 block-1 -3, SENP1 inh 0, Apaf-1 inh -3, HKDC1 inh 1, NALP3 yeast inh 8, SENP8 block-2 10 and SENP6 inh 13.
Cc1ccc(NC(=O)C2CCCN(c3cnccn3)C2)c(C)c1 (stereo not drawn) was read as PfG6PD inh 11, SENP7 inh 12, SENP8 block-1 -283, SENP1 inh 2, Apaf-1 inh 4, HKDC1 inh -4, NALP3 yeast inh 1, SENP8 block-2 7 and SENP6 inh -4.
Cc1c(C(=O)OCCOC(C)C)[nH]c2c1C(=O)CC(C)(C)C2 was read as PfG6PD inh 3, SENP7 inh -2, SENP8 block-1 2, SENP1 inh -2, Apaf-1 inh -9, HKDC1 inh -3, NALP3 yeast inh 15, SENP8 block-2 -4 and SENP6 inh -5.
`O=C1NC(=S)NC(=O)C1=Cc1ccccc1C(=O)O` gave PfG6PD inh -9, SENP8 block-1 14, SENP1 inh 3 and HKDC1 inh 8.
`O=C(Cc1cccc2ccccc12)Nc1cc(Cl)ccc1C(=O)O` gave PfG6PD inh -24, SENP7 inh -8, SENP8 block-1 14, SENP1 inh 4, Apaf-1 inh -1, HKDC1 inh 0, NALP3 yeast inh 15, SENP8 block-2 1 and SENP6 inh 21.
`CC1(OC(=O)C2CCCC2)C(=O)C=C2C=C(c3ccsc3)N(Cc3ccc4c(c3)OCO4)C=C2C1=O` (stereo not drawn) gave PfG6PD inh 61*, SENP7 inh -3, SENP8 block-1 3, SENP1 inh -50, Apaf-1 inh 21, HKDC1 inh 27, NALP3 yeast inh 13, SENP8 block-2 2 and SENP6 inh 16.
For COc1cc(NC(=O)Cc2ccc(F)cc2)cc(OC)c1OC the results were PfG6PD inh 19, SENP7 inh -4, SENP8 block-1 4, SENP1 inh 3, Apaf-1 inh -14, HKDC1 inh -9, NALP3 yeast inh 1, SENP8 block-2 -10 and SENP6 inh 4.
